ROMK mod = modulates human ROMK potassium channel activity; P48048; Tet-inducible ROMK, thallium flux fluorescence; actives lie on both sides; B-score at 10 µM; actives 2% (n = 130,000); AID 1918;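 active means signal ratio slope over the read window, or its plate-corrected B-score, at least 3 SD from the plate mean, either direction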;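 further: B-score of the F/F0 ratio slope over 7 to 12 s after thallium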
Target sequence (P48048 whole entry, looked up): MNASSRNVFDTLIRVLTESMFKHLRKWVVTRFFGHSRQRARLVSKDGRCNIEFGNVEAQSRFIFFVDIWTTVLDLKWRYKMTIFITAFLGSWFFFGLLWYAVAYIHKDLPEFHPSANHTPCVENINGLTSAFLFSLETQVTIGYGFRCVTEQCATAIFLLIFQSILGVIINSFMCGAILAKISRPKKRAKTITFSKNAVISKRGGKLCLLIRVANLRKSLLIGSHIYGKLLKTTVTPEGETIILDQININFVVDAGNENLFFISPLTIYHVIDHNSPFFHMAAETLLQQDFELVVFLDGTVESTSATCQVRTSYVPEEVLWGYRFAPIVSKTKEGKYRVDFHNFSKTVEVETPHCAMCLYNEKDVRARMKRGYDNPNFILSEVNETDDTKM
* marks the source's active call; other numbers are inactive results. The list is partial. The share of hits here may be higher or lower than overall.

nr	Structure	ROMK mod
1	COc1ccc(/C(C#N)=C/c2ccccn2)cc1	0.703
2	O=C(/C=C/C(=O)NCc1cccs1)NCc1cccs1	-0.0261
3	O=C(O)COCC(=O)NCc1nc(-c2ccc(C(F)(F)F)cc2)no1	-0.834
4	COc1ccc(N2CCN(c3nc4c(c(=O)[nH]c(=O)n4C)n3CCCc3ccccc3)CC2)cc1	-0.663
5	Cc1ccc(NC(=S)N(C)C)cc1C	-0.0319
6	COc1cnn(-c2ccccc2)c(=O)c1OC	0.126
7	C1=Cc2ccccc2Nc2ccccc21	-0.0456
8	Cc1nnc(NC(=O)CCN2C(=O)/C(=C\c3ccccc3)SC2=S)s1	0.58
9	Cc1ccc(C(=O)N/C(=C\c2ccco2)C(=O)NC2CCS(=O)(=O)C2)cc1 (configuration not stated)	0.484
10	COc1ccc(CCNC(=S)NC(=O)c2c(-c3ccccc3Cl)noc2C)cc1OC	0.0259
11	COc1ccc(-c2c(C(F)(F)F)nn(C)c2NC(=O)CSCC(=O)O)cc1	0.0375
12	Cc1ccc2[nH]c(=O)c(CN(CCCO)C(C)c3nnnn3Cc3ccco3)cc2c1 (configuration not stated)	0.046
13	Nc1nnn(CC(=O)N/N=C/c2ccc(O)cc2)n1	0.102
14	O=C(CNc1cccc2ccccc12)N/N=C/c1ccc[nH]1	-0.0451
15	O=C(N/N=C/c1ccccc1)c1ccco1	-0.46
16	COc1ccc(Nc2ncc(C#N)c(N)n2)c(OC)c1	-1.78
17	CCOC(=O)Cn1c(=O)oc2cc(S(=O)(=O)N(C)Cc3ccccc3)ccc21	-0.147
18	O=C(O)c1cccc(Cn2c(Cl)c(/C=N/NC(=O)c3ccc(O)cc3)sc2=O)c1	0
19	COc1cc(NC2c3ccccc3C(=O)N2Cc2ccccc2Cl)cc(OC)c1 (configuration not stated)	0.0177
20	CCOc1ccc(N=C(/C(C(=O)C(=O)N2CCOCC2)=C(/O)c2ccccc2)c2ccccc2)cc1	-0.0068
21	CC1=NNC(=O)C1C(c1cccc(O)c1)C(C#N)C#N (configuration not stated)	-2.38*
22	CC(NC(=O)C(=O)Nc1nccs1)c1ccccc1 (configuration not stated)	0.476
23	CC(C)(C)c1csc(Sc2ccc([N+](=O)[O-])cn2)n1	-1.19
24	O=C(C1CCC(CNc2c(N3CCCCC3)c(=O)c2=O)CC1)N1CCCC1 (configuration not stated)	0.971
25	C/C(=N/NC(N)=S)c1cc2ccc(O)cc2oc1=O	0.16
26	O=c1cnnc(N/N=C/c2cccs2)[nH]1	0.547
27	Cc1nn(C)c2c(=O)c(=O)c2n(C)[nH]1	-0.668
28	COc1c(O)cnn(-c2ccccc2)c1=O	0.469
29	COc1ccc2[nH]c(=O)c(CN(C(=O)c3cccnc3)c3cccc(C)c3)cc2c1	0.0542
30	Cc1cc(C)c2cc(C(=O)Nc3ccc4c(c3)OCO4)[nH]c2c1	-0.239
31	Cc1cc(C(=O)NC(Cc2ccccc2)C(=O)O)c(C)o1 (configuration not stated)	-0.174
32	COc1ccc(-c2nc(N/N=C(\C)c3ccc(O)cc3)c3ccccc3n2)cc1	0.823
33	C/C(=N/NC(=O)CNC(=O)CCc1ccccc1)c1ccc(Cl)c(Cl)c1	-0.576
34	O=C(NCCc1csc(-c2cccnc2)n1)c1cccc(Cl)c1	-1.24
35	Cc1nc2c(C)cccc2c2c1COC2	0.518
36	COc1ccc(-c2cc(C#N)nc(Cl)n2)cc1	-1.8
37	C=CCNC(=S)N/N=C/c1cn(C)c2ccccc12	-0.388
38	O=C(N/N=C/c1cccs1)C(O)c1ccccc1 (configuration not stated)	-0.0612
39	CCC12CN(C(=O)c3ccc([N+](=O)[O-])cc3)CC(CC)(CN(C(=O)c3ccc([N+](=O)[O-])cc3)C1)C2=O	1.13
40	Cc1ccnc(-n2c(C)cc(/C=N/NC(=O)COc3cccc4cccnc34)c2C)c1	1.34
41	COc1ccc(N2C(=O)CC(N(CCc3ccc(S(N)(=O)=O)cc3)C(=S)Nc3ccccc3)C2=O)cc1 (configuration not stated)	0.118
42	O=C(NCc1ccccn1)C1CCC(CNS(=O)(=O)c2cccc3nsnc23)CC1 (configuration not stated)	0.0282
43	CCCCCCCCn1ccc(=N)cc1	-0.773
44	C/C(=N/OC(=O)c1ccc(C)cc1)C(=O)c1ccc(Br)cc1	-0.0124
45	CC(=O)c1c(C)[nH]c(C(=O)Nc2ccc(S(=O)(=O)N(C)C)cc2)c1C	-0.936
46	COC(=O)c1sc(-c2ccc(C(C)(C)C)cc2)cc1NC(=O)CSCC(=O)O	0.732
47	Nc1c(C(=O)O)sc2nc(-c3ccccc3)cc(-c3ccc(F)cc3)c12	-0.339
48	COc1ccc(C(=O)NCC(=O)N/N=C/c2ccc([N+](=O)[O-])o2)cc1OC	-0.315
49	Cc1csc(NC(=O)CCCC(=O)O)c1-c1nc2ccccc2s1	-2.15
50	CCc1c(O)nc(SCC(=O)Nc2nc3ccccc3s2)n(C2CCCCC2)c1=O	0.0723
51	O=C(CCC(=O)N1CCN(c2ccccc2)CC1)Nc1nnc(C2CCCCC2)s1	-0.799
52	CCOc1ccc(C2NC(=S)NC3=C2CCc2ccccc23)cc1 (configuration not stated)	-0.867
53	O=C1CCC/C(=N/NC(=O)c2cc(NS(=O)(=O)c3cccs3)cc(NS(=O)(=O)c3cccs3)c2)C1	1.58
54	Cc1nc([N+](=O)[O-])cn1C(C)C	0.831
55	O=C(CSc1nc(O)c(Cc2ccccc2)c(=O)[nH]1)N1CCOCC1	0.277
56	O=C1OCc2ccc(NS(=O)(=O)c3ccc(C(F)(F)F)cc3)cc21	-0.0115
57	O=C1CC(c2ccccc2Cl)c2c(sc3c(=O)[nH]c(CCl)nc23)N1 (configuration not stated)	-0.524
58	O=C1CS/C(=N\N=C\c2ccco2)N1c1ccccc1	0.265
59	Cc1nc(-c2ccc(S(=O)(=O)N3CCN(CCc4ccccc4)CC3)s2)cs1	-1.52
60	N#C/C(=C/c1ccncc1)c1nc2ccccc2c(=O)[nH]1	-6.62*

(listing goes on)
nr	Structure	ROMK mod
61	Cc1ccc(S(=O)(=O)NCc2c(Cl)cccc2Oc2ccccc2)cc1	1.26
62	S=C1N[C@H]2CCCC[C@@H]2N1	-0.00143
63	Cc1ccc(C)c(OCC(=O)O/N=C(\N)c2cccc([N+](=O)[O-])c2)c1	-0.0518
64	COc1ccc(Nc2cc(C)c3ccc(O)cc3n2)cc1	-0.691
65	CCOC(=O)C(=CNc1cccnc1Oc1ccc(C)c2c1CCC2)C(=O)OCC	0.486
66	CC(=O)n1cc(N(C(=O)CCl)c2ccccc2)c2ccccc21	-2.84*
67	N#CCNc1ccc([N+](=O)[O-])cc1C#N	-0.893
68	O=C(Nc1ncccn1)C12CC3CC(CC(C3)C1)C2	-0.469
69	S=C(NCCc1ccccn1)NC1CC2CCC1C2 (configuration not stated)	-0.601
70	CN1CCc2c(sc(NC(=O)c3ccc(S(=O)(=O)N4CCc5ccccc54)cc3)c2C(N)=O)C1	0.809
71	CCC(=O)N1N=C(c2ccc(Cl)cc2)CC1c1ccco1 (configuration not stated)	-0.0803
72	O=C(O)/C=C/C(=O)Nc1ccc(Cc2ccc(NC(=O)/C=C/C(=O)O)cc2)cc1	0.442
73	COc1ccc(-c2cc(CCCC(=O)NCCc3ccccc3)no2)cc1	0.502
74	O=[N+]([O-])c1ccc(Cl)c(S(=O)(=O)n2ccnc2)c1	0.0176
75	C=CCn1c(SCC(C)=O)nnc1-c1ccc2ncccc2c1	-0.0429
76	COc1ccc(CCN2C(=NC(=O)CC(C)C)SC3CS(=O)(=O)CC32)cc1OC (configuration not stated)	-0.0252
77	COc1ccc2c(c1OC)C(=O)OC2n1c(O)c(N=NC(C)=O)c2ccccc21 (configuration not stated)	0.805
78	Cc1cccc(Cl)c1NC(=S)NN	0.14
79	Cc1c(/C=N/Nc2ccc(C(=O)O)cc2)c2ccccc2n1C	-1.54
80	CC(C)OCCCN1CN(S(=O)(=O)c2cccs2)c2nc3ccccc3nc21	-0.00566

Some values from the results shown:
ROMK mod with compound 73 : 0.502
ROMK mod with compound 80 : -0.00566

New compounds follow:
nr	Structure	ROMK mod
81	O=C(O)c1ccc(NC2=C(Cl)C(=O)c3ccccc3C2=O)cc1	0.735
82	Cc1cccn2cc(CCNS(=O)(=O)c3cccc([N+](=O)[O-])c3)nc12	-0.634
83	O=C(Nc1ccc(CN2CCS(=O)(=O)CC2)cc1)c1ccc(Cl)cc1	0.186
84	Cc1c(NC(=S)N/N=C/c2ccc(Br)cc2)c(=O)n(-c2ccccc2)n1C	-0.00729
85	S=C(NCc1ccccc1)NCc1ccccn1	0.788
86	COc1ccc2c(N)c(C(=O)NN)[nH]c2c1	1.53
87	CCN(CC)CCOCCOC(=O)C(CC)(CC)c1ccccc1	-0.482
88	Cc1cc(C)cc(NC(=O)N(CCC#N)Cc2cccs2)c1	-0.942
89	COc1ccc2c(c1)CC/C(=C\c1ccc(C)o1)C2=O	0.576
90	Cc1c(C(=O)/C=C/N(C)C)nnn1-c1ccc(F)c(Cl)c1	-0.753
91	CCCCOCCCNC(=O)N[C@H](C(=O)OC)C(C)CC (some centres not stated)	0.667
92	c1csc(-c2nc(CN3CCSCC3)cs2)c1	0.692
93	Cc1ccn2c(Nc3ccc4c(c3)OCO4)c(-c3ccc(O)cc3)nc2c1	-2.28
94	FC(F)(F)c1cc(N2CCN(Cc3ccccc3)CC2)c2ccccc2n1	-1.66
95	CC12CCC(C(=O)Nc3cccc(Cl)c3Cl)([C@H](Br)C1=O)C2(C)C (some centres not stated)	-1.27
96	Cc1cc([N+](=O)[O-])nn1CC(=O)N/N=C/c1ccccc1O	0.658
97	COc1ccc(CCNC(=O)Cn2c(=O)oc3cc(Cl)ccc32)cc1OC	0.0242
98	COc1cccc(CNC(=O)CN(C)S(=O)(=O)c2cccc3cccnc23)c1	-0.238
99	COc1ccc(-c2nnc(SCC(=O)N/N=C/c3ccccc3C(=O)O)n2-c2ccc(Cl)cc2)cc1	-0.331
100	O=C(O)c1cccc(Nc2c([N+](=O)[O-])c(=O)oc3ccccc23)c1	0.0147
101	O=c1[nH]c(-c2ccccc2)nnc1-c1ccccc1	-0.495
102	CC(C)C(OC(=O)c1ccccc1)c1nccc2ccccc12 (configuration not stated)	-0.0797
103	Cc1ccc(C)n1-c1cccc(C(=O)Nc2ccccc2)c1	-0.765
104	O=C(O)CC1S/C(=N/N=C/c2ccccn2)NC1=O (configuration not stated)	0.209
105	Cc1ccc(C(=O)NNC(=O)/C=C\C(=O)O)cc1	-0.343
106	O=C1CC(N2CCN(S(=O)(=O)c3ccccc3)CC2)C(=O)N1c1ccccc1 (configuration not stated)	0.391
107	CSc1nc(SCC(=O)O)c2c3c(sc2n1)COC(C)(C)C3	-0.0512
108	O=C(O)c1ccc(-n2c(O)c(C=C3N=c4ccccc4=N3)sc2=S)cc1	0.125
109	Nc1c(C(=O)N/N=C/c2ccc([N+](=O)[O-])cc2)cnn1-c1ccccc1	-0.684
110	O=C(NCc1nc(-c2ccc(C(F)(F)F)cc2)no1)c1cccs1	0.0565
111	O=C(COc1ccc(-n2ccnc2)cc1)Nc1cccc(F)c1	0.863
112	CCc1cccc(NC(=O)c2ccc(CNc3c(N4CCCC4)c(=O)c3=O)cc2)c1	0.0551
113	Cc1ccc(C(=O)NNC(=O)c2nn(-c3ccc(F)cc3)ccc2=O)cc1	-0.0311
114	COc1ccc(CCNC(=S)NCCc2ccc(OC)c(OC)c2)cc1OC	1.55
115	C/C(Cc1ccccc1)=N\NC(=O)CNC(=O)/C=C\c1ccccc1	0.0987
116	O=[N+]([O-])c1ccccc1NC1CCN(Cc2ccccc2)CC1	-1.17
117	Cc1nn(-c2ccccc2)nc1-c1nnc(-c2ccc(C(F)(F)F)cc2)o1	-0.234
118	Cc1nn(CC(=O)NCc2ccco2)c(C)c1[N+](=O)[O-]	0.366
119	Cc1nnsc1C(=O)N1CCN(c2ccc(C#N)cn2)CC1	-0.197
120	Cc1cccc(OCC(=O)O/N=C(\N)c2ccc(Br)cc2)c1	0.276
121	S=c1[nH]nc(COc2ccccc2)n1/N=C/C=C/c1ccco1	0.506
122	CCN(CC)CCSc1nnc2c3cc(C)ccc3n(Cc3ccccc3)c2n1	-1.09
123	CCOC(=O)c1cnc2c(F)ccc(F)c2c1Sc1ccccc1	-0.188
124	CS(=O)(=O)c1[nH]nc(-c2ccccc2Cl)c1C#N	-0.0576
125	O=C(NCCCO)c1ccc(CSc2nc3ccccc3c(=O)[nH]2)cc1	0.931
126	O=C1CCCC1C(=O)Nc1ccc2ccccc2c1 (configuration not stated)	0.0148
127	Cn1cc(S(=O)(=O)NCC2CCCO2)c(=O)n(C)c1=O (configuration not stated)	0.0668
128	COc1cccc(-n2c(=O)n(Cc3ccccc3)c(=O)c3[nH]cnc32)c1	0.67
129	CCOC(=O)N1CCC(NC(=O)c2cccs2)CC1	0.76
130	Cc1nc(C(=O)NNC(=O)Nc2ccccc2)cs1	1.08
131	O=C(Nc1ccc(Br)c(C(F)(F)F)c1)c1ccc(C(F)(F)F)cc1	0.342
132	Cc1ccc(C)c(NS(=O)(=O)c2ccc3[nH]c(=O)[nH]c3c2)c1	0.00232
133	Cc1c(NC(=S)N/N=C/c2ccc([N+](=O)[O-])cc2O)c(=O)n(-c2ccccc2)n1C	1.52
134	COc1ccccc1N1CC(C)(C)C(=O)N(C(=O)c2c(F)cccc2Cl)C1=S	0.0947
135	COc1ccc(-c2c(C(F)(F)F)nn(C)c2NC(=O)c2cccnc2)cc1	-0.482
136	CCCCN(C)C(=O)c1cc2c(s1)-c1ccccc1S(=O)(=O)C2	0.26
137	CCOP1(=O)OCC2OC(n3cnc4c(N)ncnc43)C(O)C2O1 (configuration not stated)	-0.13

Nothing new here: an excerpt of the list.
nr	Structure	ROMK mod
81	O=C(O)c1ccc(NC2=C(Cl)C(=O)c3ccccc3C2=O)cc1	0.735
82	Cc1cccn2cc(CCNS(=O)(=O)c3cccc([N+](=O)[O-])c3)nc12	-0.634
